Screening data: PubChem, several laboratories
dFosB activator: mouse delta FosB homodimer activation; P13346; purified delta FosB, TAMRA-CDK5 oligo fluorescence polarization; percent of positive-control signal above neutral wells; activation, % at 25 µM; 340,000 tested, 0.99% active; AID 493131;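 active means mean activation above about 17%, with every replicate also reaching it, limit read from the data, passing the limit was not always enough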;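 further: fluorescence polarization rise as delta FosB binds a TAMRA Cdk5 AP-1 oligo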
Target sequence (P13346 whole entry, looked up): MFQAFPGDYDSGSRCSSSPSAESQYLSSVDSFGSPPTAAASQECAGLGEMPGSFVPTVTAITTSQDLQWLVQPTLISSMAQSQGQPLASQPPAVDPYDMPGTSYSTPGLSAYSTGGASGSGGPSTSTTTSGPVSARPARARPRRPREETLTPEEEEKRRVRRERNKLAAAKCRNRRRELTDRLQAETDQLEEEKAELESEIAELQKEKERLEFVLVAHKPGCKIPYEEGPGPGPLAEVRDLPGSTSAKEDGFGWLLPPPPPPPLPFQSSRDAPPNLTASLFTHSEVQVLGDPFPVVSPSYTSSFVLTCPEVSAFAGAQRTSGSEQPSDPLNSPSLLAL
SR-BI uptake up: SR-BI HDL lipid transfer activation. activation, % at 12.5 µM. 320,000 tested, 0.096% active. AID 504775. CHO ldlA[mSR-BI] cells, DiI-HDL uptake fluorescence, 3 h; 100 = double the neutral-control signal;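 active means mean replicate activation of at least 60% and every replicate at or above 60%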;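 further: 0% = median plate neutral-control signal and 100% = twice that signal; values of inactives mirror those of a sister screen read the other way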
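Material: SR-BI-overexpressing, LDLR-lacking CHO cells; schedule: compound exposure 3 h, 37 °C; reagent: DiI-labelled HDL at 10 µg/mL final; technique: bottom-read fluorescence, 550/595 nm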
MITF TRPM1 HTS: activators of MITF-driven TRPM1 promoter activity in SK-MEL-5 cells; SK-MEL-5 TRPM1-promoter luciferase, 24 h; % of positive control, neutral wells = 0; AID 588334; 300,000 tested, 0.75% active; activation, % at 12.5 µM;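 active means mean activation of at least 80% with every replicate also reaching 80%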;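 further: 0% = neutral control wells and 100% = parthenolide positive control wells; values of inactives mirror those of a sister screen read the other way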
PvdQ acylase: P. aeruginosa PvdQ acylase inhibition; purified PvdQ acylase, fluorescence plate reader; inhibition, % at 10 µM; 340,000 tested, 0.063% active; in the data active means inhibition above about 30%, passing the limit was not always enough;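 further: 0% = vehicle neutral wells and 100% = reference inhibitor wells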
SR-BI HDL uptake: blocks mouse SR-BI lipid uptake from DiI-HDL; Q61009; ldlA[mSR-BI] CHO cells, DiI-HDL uptake fluorescence, 3 h; inhibition, % at 12.5 µM; 320,000 tested, 0.96% active; AID 488896;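 active means mean replicate inhibition of at least 70% and a set share of replicates each scoring 70 or more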;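 further: 0% = median of neutral control wells and 100% = median of positive control wells; values of inactives mirror those of a sister screen read the other way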
Target sequence (Q61009 whole entry, looked up): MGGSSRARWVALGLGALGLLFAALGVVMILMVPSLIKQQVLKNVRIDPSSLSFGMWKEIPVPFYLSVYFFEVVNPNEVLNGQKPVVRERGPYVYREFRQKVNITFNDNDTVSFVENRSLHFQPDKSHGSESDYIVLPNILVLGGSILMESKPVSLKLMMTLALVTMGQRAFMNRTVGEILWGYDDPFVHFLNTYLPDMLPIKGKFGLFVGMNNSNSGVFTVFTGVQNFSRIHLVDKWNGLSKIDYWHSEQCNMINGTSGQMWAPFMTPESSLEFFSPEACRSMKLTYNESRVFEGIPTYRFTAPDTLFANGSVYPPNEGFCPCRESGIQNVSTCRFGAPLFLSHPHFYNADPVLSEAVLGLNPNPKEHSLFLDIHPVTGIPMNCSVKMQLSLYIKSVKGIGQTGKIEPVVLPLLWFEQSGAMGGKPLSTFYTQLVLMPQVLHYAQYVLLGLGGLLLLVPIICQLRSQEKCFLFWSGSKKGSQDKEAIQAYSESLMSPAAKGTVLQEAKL
cardiac RTF act: cardiac RTF calcium sensitization | P19429+P45379 | IANBD-labeled TnC RTF fluorescence at EC20 calcium; 0% EC20 calcium, 100% full calcium | activation, % at 7.2 µM | 340,000 tested, 0.24% active | AID 493008;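 active means activation above the mean over all tested compounds plus 3 SD, cut at about 30% in these data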;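 further: rise in fluorescence read as greater calcium sensitivity of cardiac thin filaments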
Wnt bcat act: activates Wnt/beta-catenin signaling in a reporter cell assay; activator, plate reader; activation, % at 9.35 µM; 300,000 tested, 1.2% active; in the data active means activation above about 30%, passing the limit was not always enough;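 further: 0% = neutral control wells and 100% = positive control wells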
Rtt109 HAT inh: inhibitors of Candida albicans Rtt109/Vps75 histone acetyltransferase; purified Rtt109/Vps75, ThioGlo CoA-SH fluorescence, 4 h; inhibition, % at 34.9 µM; 330,000 tested, 0.16% active;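 active means inhibition of at least 50% in every replicate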
CDK5 p35 inh: inhibitors of human CDK5/p35 kinase | 330,000 tested, 0.01% active | inhibition, % at 10 µM | AID 488839 | Q00535+Q15078 | Recombinant CDK5/p35, ADP-Glo luminescence, 60 min;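 active means highest replicate inhibition of at least 50% and at least 75% of replicates reaching 50%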;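 further: plate controls were DMSO neutral control for no effect and GW8510 at 10 µM for full effect; many of its hits are not listed in these tables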
HTR5A ag ctr: activates human HTR5A in OPRM1-OPRD1 agonist counter-screen; AID 504692; 340,000 tested, 0.61% active; activation, % at 9.3 µM; HTR5A agonist assay, luminescence, cell-based; in the data active means activation mostly above about 9.5%, no sharp cut-off; inactive means mostly below about 7.6%;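 further: 0% = cells with vehicle only and 100% = reference agonist; strong numbers were not always called active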
* hit, by the source's call; . = not tested or not shown.

#	structure	dFosB activator	SR-BI uptake up	MITF TRPM1 HTS	PvdQ acylase	SR-BI HDL uptake	cardiac RTF act	Wnt bcat act	Rtt109 HAT inh	CDK5 p35 inh	HTR5A ag ctr
1	Cn1cccc1C(=O)OCC(=O)NCCc1ccc(S(N)(=O)=O)cc1	2	15	-4	-10	-15	-8	-1	-2	1.3	-2
2	Cc1cc(C)nc(Sc2ccc(C=O)cc2[N+](=O)[O-])n1	1	-5	-15	-20	5	7	-2	1	0.0	-9
3	O=C(O)C1CCCCC1C(=O)N1CC=C(c2ccccc2)CC1 (stereo not drawn)	2	5	-3	-16	-5	5	.	4	0.8	8
4	S=C(Nc1ccc(Cl)c(Cl)c1)NC1CCCCC1	-5	-7	28	-14	7	7	7	-6	0.0	8
5	Cn1cc(S(=O)(=O)N2CCN(c3cccc(Cl)c3)CC2)c(=O)n(C)c1=O	-7	.	-3	-13	.	-1	-1	2	-1.7	2
6	O=C(NCCN1CCOCC1)c1cc2n(n1)C(C(F)(F)F)CC(c1ccc(F)cc1)N2 (stereo not drawn)	-7	-2	6	-13	2	-1	.	3	2.3	0
7	O=C(c1ccc(F)cc1)N1CCOC(c2nc(-c3ccc(F)cc3)no2)C1 (stereo not drawn)	5	6	14	-5	-6	4	0	14	0.9	8
8	CCOC(=O)C1CCCN(C(=O)c2cc3c(=O)n4ccccc4nc3s2)C1 (stereo not drawn)	-6	0	-11	2	0	3	1	-4	-5.6	2
9	Cc1cccc(NC(=O)c2c(O)c3ccccc3n(C)c2=O)c1	-4	-6	.	3	6	1	7	4	0.8	8
10	O=C(CCNC(=O)Cn1cnc2ccccc2c1=O)NCC1COc2ccccc2O1 (stereo not drawn)	6	30	3	-3	-30	-5	.	-2	-0.8	-3
11	Cc1ccc(CSc2nnc(-c3cccnc3)n2N)cc1	-8	8	0	-9	-8	-2	.	3	-0.1	5
12	CCCN=C1N/C(=C\c2ccco2)C(=O)N1c1ccccc1	-1	-41	-11	-3	41	-3	.	19	-1.5	-6
13	CC(=O)n1cc(Nc2ccccc2C(=O)O)c2ccccc21	-3	13	-22	-12	-13	0	1	2	1.2	-7
14	OC(c1cc(-c2cccc(Cl)c2)nc2ccccc12)C1CCCCN1 (stereo not drawn)	-111	-38	-97	-19	38	-4	6	2	0.6	1
15	CCOC(=O)c1ccccc1-c1csc(NS(=O)(=O)c2ccc(Cl)cc2)n1	-5	10	.	-13	-10	-2	-3	36	-2.5	6
16	Cc1cc(C(=O)OCC(=O)N(CC(C)C)c2c(N)n(Cc3ccccc3)c(=O)[nH]c2=O)c2ccccc2n1	-7	-50	-5	-17	50	-8	0	-6	-0.3	1
17	CCC(NC(=S)Nc1ccccc1)C(=O)O (stereo not drawn)	5	35	5	-18	-35	-2	.	4	-3.1	-2
18	Cc1ccc(C(=O)c2nc(C(=O)NCCO)nc3ccccc23)cc1	-4	1	-11	-12	-1	10	5	-4	0.6	-1
19	O=C(Cc1ccc(Br)cc1)OCC(=O)N1CCc2ccccc2C1	6	4	0	2	-4	9	.	-4	-0.8	4
20	O=C(CSc1ccccn1)Nc1ccc(F)c([N+](=O)[O-])c1	-9	-17	-3	12	17	-3	0	13	-1.2	1
21	CC(CN1CCCC1)OC(=O)c1ccc(Cl)cc1 (stereo not drawn)	13	-5	-10	-8	5	3	0	-3	0.7	-3
22	CCOC(=O)C1=C(CS(=O)(=O)c2ccccc2)NC(=O)NC1c1cc(OC)c(O)c(OC)c1 (stereo not drawn)	-2	13	0	-5	-13	-5	3	-8	0.4	-1
23	COc1ccc(C(CCNCc2ccc(F)cc2)c2ccc(F)cc2)cc1 (stereo not drawn)	-5	-5	-32	6	5	7	-1	1	1.2	-1
24	COC(=O)c1sc(NC(=O)/C=C/c2ccc(C)cc2)nc1C	2	8	30	-2	-8	-2	.	-4	-1.1	-2
25	Cn1c(SCC(=O)Nc2ccc(N3CCOCC3)cc2)nnc1-c1ccco1	-1	.	1	-5	.	-9	2	2	0.3	0
26	c1ccc(C2NCCc3ccccc32)cc1 (stereo not drawn)	-7	31	9	1	-31	6	2	3	0.4	-8
27	O=C(c1ccc(Br)cc1)N(Cc1nc2ccccc2c(=O)[nH]1)C1CCCC1	-1	-3	-6	0	3	3	-13	12	-0.2	0
28	O=C(Nc1ccc(Cl)cn1)c1ccccc1F	-7	-5	30	-9	5	6	39*	-3	.	0
29	CCN(CC)C(=O)Cn1c(=O)n(-c2ccccc2)c(=O)c2sccc21	-3	.	8	11	.	-3	1	6	0.0	-2
30	O=C(O)CCCCn1c(SCc2ccccc2Cl)nc2ccsc2c1=O	-8	14	0	0	-14	13	-1	1	1.4	4

Entries of single compounds, quoted from the list. Order of values: dFosB activator, SR-BI uptake up, MITF TRPM1 HTS, PvdQ acylase, SR-BI HDL uptake, cardiac RTF act, Wnt bcat act, Rtt109 HAT inh, CDK5 p35 inh, HTR5A ag ctr
CC(CN1CCCC1)OC(=O)c1ccc(Cl)cc1 (stereo not drawn) reads 13, -5, -10, -8, 5, 3, 0, -3, 0.7, -3
O=C(O)CCCCn1c(SCc2ccccc2Cl)nc2ccsc2c1=O reads -8, 14, 0, 0, -14, 13, -1, 1, 1.4, 4

Next part.
#	structure	dFosB activator	SR-BI uptake up	MITF TRPM1 HTS	PvdQ acylase	SR-BI HDL uptake	cardiac RTF act	Wnt bcat act	Rtt109 HAT inh	CDK5 p35 inh	HTR5A ag ctr
31	CCC(=O)N1CCc2cc(S(=O)(=O)N3CCN(c4cc(Cl)ccc4C)CC3)ccc21	5	9	-20	-2	-9	-3	-3	-1	0.0	-4
32	CC(C)c1nc(NCCN2CCOCC2)c(C#N)c2c1COC(C)(C)C2	-6	16	-10	-3	-16	7	.	-4	-0.7	-1
33	O=C(COc1ccc2c(c1)oc(=O)c1ccccc12)NCCCN1CCOCC1	-38	-5	6	-19	5	3	-1	-3	-2.6	2
34	CC(C(=O)O)N1c2cccc3cccc(c23)S1(=O)=O (stereo not drawn)	-1	24	.	14	-24	-4	11	3	1.4	0
35	CCNc1nc(NOC)nc(OCC#N)n1	-3	21	12	-1	-21	-7	-2	1	0.3	0
36	NC(=O)c1ccsc1NC(=O)c1cccs1	-10	-4	27	-16	4	4	23	1	-1.5	-9
37	CN(CC(=O)Nc1ccc(Cl)c(C(F)(F)F)c1)C(=O)C1(c2ccccc2)CC1	-9	-29	-1	-3	29	-9	0	2	-9.9	-6
38	CSc1ccc(/C=C/C(=O)OCC(=O)NCC2CCCO2)cc1 (stereo not drawn)	0	-5	-4	-11	5	-2	1	4	1.3	-2
39	CCOC(=O)C1C(=O)OC2(CCCC2)C1C(=O)OCC (stereo not drawn)	-7	1	-5	-12	-1	-2	.	0	-0.9	2
40	CC(C)C(C)(C#N)NC(=O)COC(=O)C1CCN(S(=O)(=O)c2ccc3c(c2)OCCO3)CC1 (stereo not drawn)	-17	1	.	1	-1	2	-4	-3	0.9	2
41	Cc1[nH]c2ccc(F)cc2c1CCN(Cc1cccnc1)C(=S)Nc1ccccc1	2	-23	.	5	23	5	-1	5	-4.9	3
42	CCOC(=O)NC(=O)CSc1nc2ccc(OCC)cc2[nH]1	-5	-12	-9	1	12	-1	-2	12	1.3	-1
43	COc1cccc(CC(NC(C)=O)C(=O)NC2CCN(S(=O)(=O)c3cccc4ccccc34)CC2)c1 (stereo not drawn)	-3	-23	-3	-1	23	-2	.	.	-1.4	-2
44	CN(C(=O)c1cccc(NC(=O)Cc2ccc([N+](=O)[O-])cc2)c1)C1CCC1	1	-22	-27	0	22	6	-1	2	0.3	0
45	O=C(CNC(=O)c1ccccc1)NCCO	-7	22	-3	4	-22	4	-2	-7	-0.9	0
46	COC(=O)CNC(=O)COC(=O)C(Cc1ccccc1)NC(=O)c1ccco1 (stereo not drawn)	-2	16	-4	-3	-16	-8	-1	-3	-0.2	1
47	Cn1c(=O)[nH]c(=O)c2c1nc(NCc1ccccc1)n2CC(O)c1ccccc1 (stereo not drawn)	-9	19	0	-16	-19	-1	.	17	-0.9	0
48	Cc1cnc(C(=O)OCC(=O)NCCc2ccccc2)cn1	-3	15	.	-1	-15	-1	.	7	0.7	0
49	CCN(C(=O)c1sc(N)c(C#N)c1C)C1CCCCC1	2	-19	2	-11	19	-1	1	8	-0.1	-1
50	Cc1cc(C)cc(NC(=O)CSc2nc3ccccc3nc2N2CCCCC2)c1	-3	.	.	-11	.	6	-2	-9	-0.7	9
51	COc1cc(/C=C2\SC(=S)N(NS(=O)(=O)c3ccc(C)cc3)C2=O)ccc1O	14	.	-8	9	.	1	-1	.	1.1	-3
52	CCN(C(=O)c1cc([N+](=O)[O-])ccc1NCc1cccnc1)c1ccccc1	-22	25	.	-6	-25	6	-3	-1	1.4	-3
53	CC1=C(C(N)=O)C(c2cccs2)n2nc(-c3cccc(Cl)c3)nc2N1 (stereo not drawn)	-10	40	.	0	-40	11	.	17	0.0	-2
54	CCOc1ccc(NC(=S)Nc2cc(C)[nH]n2)cc1	0	-6	29	-13	6	-3	10	0	3.8	-4
55	CC1CN(C(=O)c2cccc(S(=O)(=O)Nc3ccccc3Cl)c2)CC(C)O1 (stereo not drawn)	-3	21	0	1	-21	-3	-1	-4	2.6	0
56	CN(C(=O)c1ccncc1)c1nnc(-c2ccccn2)s1	-11	10	44	-9	-10	1	9	7	0.7	-2
57	COC(=O)C1=C(C)N(c2ccc(Br)cc2)C(=O)/C1=C\c1ccco1	4	-38	-2	-6	38	-12	-3	-1	0.7	-1
58	COc1ccc(-c2cn[nH]c2N)c(OC)c1	1	9	1	-18	-9	-4	.	0	0.8	4
